# BRCT PPI red – qHTS Assay for Inhibitors of BRCT-Phosphoprotein Interaction (Red Fluorophore); Potency, µM (top dose mostly 76.9 µM), without a hit: top-dose activity change, negative = inhibition, usual class: inhibitors; AID 892, 2007; actives 0.03% (n = 75,000); Breast cancer type 1 susceptibility protein (Homo sapiens), P38398; BRCT-phosphopeptide binding, red fluorescence polarization; further: on the % scale 0 is the no-effect control and ±100 the full control effect
#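 Rhodamine-labelled pBACH1 10-mer (100 nM) bound to BRCT domain (100 nM) at pH 7.3; compounds incubated 12 min room temperature, polarization read. Free peptide defines full inhibition; unlabelled decapeptide titrated as control.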
# Casp7 inh – qHTS Assay for Allosteric/Competitive Inhibitors of Caspase-7; P55210; Potency, µM (titrated, usually from 57.5 µM), for inactives: top-dose activity change, negative = inhibition, most hits filed as inhibitors; actives 0.02% (n = 75,000); recombinant caspase-7, Ac-DEVD-AFC fluorescence rate; AID 889, 2007; active means well fitted inhibition curve with a large enough effect in the main read-out, with a control signal flat, not every such curve was filed as active; inconclusive means small, poorly fitted or top-dose-only effect, or a change in a side signal; further: potency means the concentration at half of the fitted maximal effect; % of control where 0% means no effect
# Rhodamine autofl – qHTS Assay for Spectroscopic Profiling in Rhodamine Spectral Region | Rhodamine-region fluorescence, 547/598 nm, Tris buffer; stronger effect = higher value | max dye-equivalent concentration, M | actives 0.05% (n = 59,000) | AID 594, 2007; in the data active means max dye-equivalent concentration above about 11 nM; inconclusive means between about 1.1 nM and that limit
#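 Intensities are converted to rhodamine-equivalent concentration using a six-point rhodamine standard on each plate. Compounds sit 15 min at room temperature in 100 mM Tris buffer, pH 8.0; read uses the 547/598 nm excitation/emission pair.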
# Caspase-1 inhib – qHTS Assay for Allosteric/Competitive Inhibitors of Caspase-1; Caspase-1 enzyme, Ac-WEHD-AFC fluorogenic rate; AID 900, 2007; P29466; actives 0.03% (n = 75,000); Potency, µM (top dose mostly 57.5 µM), inactives show top-dose activity change, negative = inhibition, hits mostly inhibitors;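 further: potency means the concentration at half of the fitted maximal effect; plate controls were vehicle for no effect and no substrate for full effect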
# Target sequence (P29466 120-297 limits assumed): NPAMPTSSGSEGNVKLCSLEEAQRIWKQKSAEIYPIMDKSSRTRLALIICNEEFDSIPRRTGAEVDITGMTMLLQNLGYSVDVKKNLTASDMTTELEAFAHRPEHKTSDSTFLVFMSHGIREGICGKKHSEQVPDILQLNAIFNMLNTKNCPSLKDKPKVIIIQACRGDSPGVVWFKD
# Target sequence (P29466 317-404 limits assumed): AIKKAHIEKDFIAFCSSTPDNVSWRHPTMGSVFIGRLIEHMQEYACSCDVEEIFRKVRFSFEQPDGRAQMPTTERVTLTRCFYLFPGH
# Tau filament bind – qHTS Assay for Tau Filament Binding. recombinant tau filaments, thioflavin S fluorescence, 15 h; filaments grown with octadecylsulfate alongside compound. Potency, µM (titrated, usually from 57.1 µM), without a hit: top-dose activity change, negative = inhibition. actives 2% (n = 71,000);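 further: potency means the concentration at half of the fitted maximal effect; on the % scale 0 is the no-effect control and ±100 the full control effect; actives lower thioflavin S fluorescence by blocking filaments or displacing dye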
#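 Tau 2 uM in ThS buffer dispensed; compound added; 60 uM ODS added (finals 1 uM tau, 30 uM ODS); 15 h 37 C; fluor ex450/em510.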
# HEK293 cAMP cs – qHTS Assay for Agonists of the Thyroid Stimulating Hormone Receptor: Activators of Intracellular cAMP Concentrations in Parental HEK 293. actives 2.5% (n = 73,000). parental HEK293 CNG cAMP sensor, membrane potential fluorescence. Potency, µM (doses to about 57.1 µM), inactives show at the highest dose activation, actives largely listed as activators. AID 938, 2007; further: potency means the concentration at half of the fitted maximal effect; % of control where 0% means no effect; nearly all actives have a fitted effect of over 55% in size
#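 Counterscreen for endogenous-receptor signalling: CNG-channel HEK 293 cells report cAMP rise by membrane depolarization. After 60 min dye equilibration with 100 uM RO 20-1724, compounds incubated 30 min before bottom-read fluorescence at 590 nm.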
# DNA Pol III inh – qHTS Assay for Inhibitors of DNA Polymerase III Holoenzyme System; reconstituted DNA polymerase III holoenzyme replication, biochemical; Potency, µM (titrated, usually from 57.1 µM), without a hit: at the top dose activity change, negative = inhibition; actives 0.25% (n = 71,000); AID 603, 2007; further: potency means the concentration at half of the fitted maximal effect; on the % scale 0 is the no-effect control and ±100 the full control effect
#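 Reconstituted *E. coli* holoenzyme (0.35 nM Pol III, 1 nM beta, 154 nM SSB, 2 nM primase) was preincubated with compound for 15 min at RT. Synthesis on 1.4 nM ssM13Gori ran 35 min, then was stopped with PicoGreen/EDTA and read as dsDNA fluorescence.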
# BRCT inh green – qHTS Assay for Inhibitors of BRCT-Phosphoprotein Interaction (Green Fluorophore). Breast cancer type 1 susceptibility protein (Homo sapiens), P38398. BRCA1 BRCT-phosphopeptide binding, green fluorescence polarization. Potency, µM (highest dose often 76.9 µM), without a hit: top-dose activity change, negative = inhibition, actives largely listed as inhibitors. actives 0.05% (n = 75,000). AID 875, 2007;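 further: potency means the concentration at half of the fitted maximal effect; plate controls were peptide without protein for full effect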
#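 Fluorescence polarization: His-tagged BRCT (~35 kDa BRCA1 C-terminus, 250 nM) bound to 100 nM fluorescein-labeled phosphorylated 10-aa BACH1 peptide, pH 7.3 phosphate buffer with DTT and Tween 20. Compounds incubated 12 min at room temperature; inhibition read as lowered polarization.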
# USP2a inh – qHTS Assay for Inhibitors of Ubiquitin-specific Protease USP2a; actives 0.1% (n = 60,000); Potency, µM (doses to about 38.3 µM), for the others: at the highest dose activity change, negative = inhibition, actives largely listed as inhibitors; USP2a enzymatic assay, qHTS inhibition; Ubiquitin carboxyl-terminal hydrolase 2 (Homo sapiens), O75604;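 further: potency means the concentration at half of the fitted maximal effect; nearly all actives have a fitted effect of over 60% in size; plate controls were DMSO for no effect and NEM full inhibition control for full effect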
# Target sequence (O75604 whole entry, looked up): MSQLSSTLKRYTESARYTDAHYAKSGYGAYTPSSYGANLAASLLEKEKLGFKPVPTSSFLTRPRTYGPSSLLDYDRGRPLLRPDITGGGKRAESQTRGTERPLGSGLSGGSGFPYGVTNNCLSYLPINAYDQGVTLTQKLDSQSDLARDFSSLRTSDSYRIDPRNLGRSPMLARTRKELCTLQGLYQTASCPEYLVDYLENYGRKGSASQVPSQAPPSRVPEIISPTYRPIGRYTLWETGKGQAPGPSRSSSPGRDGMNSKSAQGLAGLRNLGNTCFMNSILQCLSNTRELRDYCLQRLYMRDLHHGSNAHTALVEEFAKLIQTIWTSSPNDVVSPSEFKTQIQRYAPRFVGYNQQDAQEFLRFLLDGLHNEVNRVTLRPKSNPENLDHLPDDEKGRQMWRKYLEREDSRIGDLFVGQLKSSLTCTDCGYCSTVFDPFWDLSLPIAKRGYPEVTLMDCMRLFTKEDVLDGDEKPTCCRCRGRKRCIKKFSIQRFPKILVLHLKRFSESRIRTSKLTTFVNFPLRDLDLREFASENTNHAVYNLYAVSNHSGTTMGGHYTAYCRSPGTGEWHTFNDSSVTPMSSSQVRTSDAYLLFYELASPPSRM
#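 20 nM USP2 core + cpd, 30 min RT; add 20 nM Ub-PLA2/20 uM NBD C6-HPC; read Ex460/Em535 at 0 h and 2.5 h. Normalized to NEM; qHTS curve fit/classification.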
# HADH2 inhib – qHTS Assay for Inhibitors of HADH2 (Hydroxyacyl-Coenzyme A Dehydrogenase, Type II) | 3-hydroxyacyl-CoA dehydrogenase type-2 (Homo sapiens), Q99714 | recombinant HADH2, NADH fluorescence, beta-hydroxybutyryl-CoA | Potency, µM (doses to about 57.1 µM), inactives show top-dose activity change, negative = inhibition, usual class: inhibitors | actives 3.4% (n = 73,000) | AID 886, 2007; further: potency means the concentration at half of the fitted maximal effect; on the % scale 0 is the no-effect control and ±100 the full control effect; nearly all actives have a fitted effect of over 60% in size; many of its hits are not listed in these tables
#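 Read-out: 360 nm excitation, 450 nm emission, kinetic over 4 min. Conditions: His-tagged human HADH2 20 nM, pH 9.0 Tris with Tween-20, 1 mM NAD+, 90 uM beta-hydroxybutyryl-CoA.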
# 15-hLO inh – qHTS Assay for Inhibitors of 15-hLO (15-human lipoxygenase) | Polyunsaturated fatty acid lipoxygenase ALOX15 (Homo sapiens), P16050 | purified 15hLO-1, xylenol orange hydroperoxide absorbance | Potency, µM (series often up to 57.1 µM), for the others: at the highest dose activity change, negative = inhibition, actives largely listed as inhibitors | actives 1.4% (n = 74,000); further: potency means the concentration at half of the fitted maximal effect; on the % scale 0 is the no-effect control and ±100 the full control effect; nearly all actives have a fitted effect of over 55% in size
#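 Readout: Fe(III)-xylenol orange absorbance, 573-to-405 nm ratio as reaction progress. Enzyme 40 nM purified human 15hLO-1, substrate 50 uM arachidonic acid, 6 min RT after 15 min compound preincubation; Hepes pH 7.5 buffer with Triton X-100.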
# Numbers without * were called inactive; i = inactive; ? = inconclusive; nt = not tested or not shown; & = joins results of further samples; [ ] = another dose, or the depositor's remark. Unless noted, the call rests on the fitted dose curve; in most records, active means well fitted curve in the direction sought with a large enough effect; inconclusive means small, poorly fitted or top-dose-only effect, or another doubt; inactive means no such curve, though single readings can be large; an effect the other way counts as inactive or inconclusive. The list is partial; the hit share may differ from the screen's.
SMILES,BRCT PPI red,Casp7 inh,Rhodamine autofl,Caspase-1 inhib,Tau filament bind,HEK293 cAMP cs,DNA Pol III inh,BRCT inh green,USP2a inh,HADH2 inhib,15-hLO inh
COc1ccc(-c2cnnc(CCCn3ccnc3-c3ccccc3)n2)cc1,2.3%[15.4 µM],1.9%[11.5 µM],nt,0.0%[11.5 µM],nt,17.3%[11.4 µM],nt,-1.7%[15.4 µM],nt,-1.2%[11.4 µM],3.3%[11.4 µM]
COC(=O)c1ccccc1NC(=O)CN(CCc1ccccc1)S(C)(=O)=O,0.2%,-3.3%,i,0.4%,-8.4%,5.0%,-1.1%,0.0%,1.1%,3.7%,1.7%
CCOC(=O)C(NC(=O)CC(C)C)(Nc1cc(C)on1)C(F)(F)F (stereo not drawn),-0.9%,0.2%,i,0.0%,3.6%,3.7%,-9.7%,-0.4%,3.8%,0.7%,7.7%
COCCN1CCn2c(nc3cc(NC(=O)NC4CCCCC4)ccc32)C1,-2.1%,-22.7%,i,?,25.1µM*,?,-6.0%,-4.6%,20.8%,25.1µM*,-22.6%
CCCc1[nH]nc2c1C(c1ccc(OC)cc1OC)C(C#N)=C(N)O2 (stereo not drawn),0.4%,8.3%,i,0.8%,6.1%,-2.0%,-4.5%,-1.3%,1.8%,-10.1%,-5.9%
Cc1c(C(=O)N2CCC(C(N)=O)CC2)sc(N)c1C#N,-0.1%,0.0%,nt,-1.4%,nt,-1.1%,nt,-1.3%,nt,-23.3%,-11.3%
Cc1cc(OCC(=O)Nc2ccc3c(c2)OCCO3)ccc1Cl,0.6%,-1.6%,i,-2.1%,13.7%,0.251µM*,-2.0%,-0.7%,-1.6%,5.2%,-6.1%
c1cn(-c2ncnc3sc4c(c23)CCCC4)cn1,0.0%,0.9%,nt,-1.3%,14.9%[11.4 µM],13.6%[11.4 µM],3.6%[11.4 µM],0.8%,2.8%[7.66 µM],-16.6%[11.4 µM],-0.6%[11.4 µM]
COc1ccc(-c2nnc3n2N=C(c2cccc(Br)c2)CS3)cc1OC,-1.1%,0.0%,i,-1.9%,-11.8%,16.2%,-5.4%,0.8%,-2.8%,2.7%,-8.4%
Cc1cccc2cc(CN(Cc3ccco3)C(c3nnnn3CCc3ccccc3)C(C)C)c(=O)[nH]c12 (stereo not drawn),-2.3%,-5.3%,i,1.4%,19.7%,8.7%,-1.6%,2.5%,36.9%[activator],2.5%,-23.9%
O=C(CCC1CCCC1)NCc1ccccn1,0.7%,1.0%,i,-1.1%,-13.2%,-0.1%,-5.7%,-2.1%,-0.3%,-2.9%,15.9%
CC1(C)CC[C@]2(C(=O)O)CC[C@]3(C)C(=CCC4[C@@]5(C)CC[C@H](O)C(C)(C)C5[C@H](O)C[C@]43C)C2C1 (stereo partly drawn),0.5%,-4.2%,nt,-3.1%,nt,nt,nt,1.0%,nt,nt,3.4%[25.6 µM]
COc1ccc(S(=O)(=O)N2CCCCC2)cc1C(C)C,-0.1%,-1.9%,i,-2.2%,-23.9%,31.6µM*,-7.7%,0.5%,-11.6%,-0.7%,-4.0%
Cn1c(SCC(=O)N2CCCc3ccccc32)nnc1-c1ccccc1,-1.7%,-2.5%,i,3.0%,-2.1%,-4.6%,-3.8%,-0.1%,7.9%,10.7%,-2.8%
N[C@H](Cc1ccc(Cl)cc1)C(=O)O,-1.2%,-2.2%,i,0.7%,?,0.5%&17.3%,-3.4%&-8.1%,-3.3%,-3.4%,6.8%&9.2%,16.3%
CC(=O)OC[C@H]1O[C@@H](O/N=C(\C)CCC(=O)OC[C@@H]2O[C@H](C#Cc3ccccc3)C=C[C@@H]2Oc2ccc(C)cc2)[C@H](OC(C)=O)[C@@H](OC(C)=O)[C@H]1OC(C)=O,0.3%[15.4 µM],-2.6%[11.5 µM],nt,-2.7%[11.5 µM],nt,1.8%[11.4 µM],nt,1.9%[15.4 µM],nt,12.4%[11.4 µM],5.3%[11.4 µM]
Cn1nc(SCC(=O)O)sc1=S,-0.9%,0.6%,i,-1.4%,8.5%,0.7%,1.9%,-2.2%,-0.7%,-23.6%,-3.7%
CCC(C)(C)NC(=O)C(c1cccn1C)N(C(=O)Cn1nnc2ccccc21)c1ccccc1OC (stereo not drawn),0.3%,-0.9%,i,1.7%,-1.8%,?,0.2%,-0.6%,136.4%[activator],7.4%,-5.5%
CCOC(=O)N1CCN(C(=O)C2CC(=O)N(c3ccc(OC)cc3)C2c2ccc(OC)cc2)CC1 (stereo not drawn),-0.9%,0.7%,i,0.4%,-3.3%,0.1%,2.3%,-6.0%,5.1%,5.8%,-2.0%
C=CCc1c(C)nc(SC(C)C)[nH]c1=O,-0.8%,0.9%,i,-3.0%,2.6%,3.1%,-3.7%,-1.5%,-5.3%,-3.2%,-0.4%
CC(C)SC(=N)N,-0.6%,0.1%,nt,2.2%,?,-4.3%,-4.9%,-2.0%,nt,2.2%,-24.5%[25.6 µM]
CC(Sc1nc(-c2ccccc2)cc(C(F)(F)F)n1)C(=O)N1CCC(C(N)=O)CC1 (stereo not drawn),-1.1%,3.4%,i,-1.0%,-1.8%,5.8%,-2.0%,0.0%,10.4%,14.6%,-3.9%
CCC(CO)NC(=O)c1cccc(S(=O)(=O)N2c3ccccc3CC2C)c1 (stereo not drawn),-1.6%,-0.6%,i,0.2%,-3.4%,6.4%,-7.6%,-1.8%,7.8%,2.8%,-8.2%
CO[C@H]1COC(=O)[C@@H](C)COC(=O)[C@@H](Cc2ccccc2)NC(=O)C/C=C\[C@H]1C,-2.4%[15.4 µM],-2.0%[11.5 µM],nt,1.2%[11.5 µM],nt,0.1%[11.4 µM],nt,-1.3%[15.4 µM],nt,-0.6%[11.4 µM],-0.3%[11.4 µM]
Cc1cc(Cl)c(S(=O)(=O)N2CC(C)OC(C)C2)cc1OCC(N)=O (stereo not drawn),0.7%,0.0%,i,0.6%,2.8%,4.1%,-6.3%,-0.7%,7.1%,11.3%,-9.5%
O=C(CN1CCN(c2ccc(F)cc2)CC1)N1CCOCC1,-0.9%,0.4%,i,-2.6%,-14.2%,9.0%,1.5%,-1.8%,2.9%,4.5%,2.1%
COc1ccc(N2CCN(C(=O)c3ccc4c(=O)n(CC5CCCO5)c(=O)[nH]c4c3)CC2)cc1 (stereo not drawn),-1.0%,-1.1%,i,0.3%,-15.2%,-3.2%,-2.8%,-2.1%,14.9%,-4.5%,3.6%
CCc1c(C)nc(SCC(=O)Nc2ccc(Br)cc2)[nH]c1=O,0.9%,-3.5%,nt,1.2%,-3.4%,11.8%,-4.7%,-2.5%,nt,3.8%,4.4%
Cc1nc2ccccc2nc1N1CCC(C)CC1,-2.3%,1.5%,i,0.4%,?,?,-1.2%,-1.0%,-2.2%,7.4%,4.4%
CCn1c(=O)c2cc(S(=O)(=O)NCCOc3ccccc3)ccc2n(CC)c1=O,0.2%,0.4%,i,0.8%,-1.2%,17.0%,-1.1%,-0.2%,12.1%,10.5%,1.8%
NCCC(=O)N[C@H](Cc1cnc[nH]1)C(=O)O,2.7%,0.4%,nt,0.1%,nt,nt,nt,-2.9%,-8.3%,nt,-2.9%
CC(C)(C)c1ccc(OCC2CO2)cc1 (stereo not drawn),0.5%,-0.8%,nt,-2.9%,6.4%,21.4%,-2.5%,0.3%,nt,-4.4%,-1.9%
c1ccn2c(CNc3ncnc4sccc34)nnc2c1,-3.1%,-4.7%,i,-1.9%,-9.3%,-2.3%,-10.1%,-1.4%,10.5%,4.2%,-2.2%
CCCC(=O)NCCCCNC(=O)CCC,-0.6%,0.4%,nt,0.1%,16.7%,13.9%,-4.2%,-1.3%,6.5%,-1.2%,3.0%
Cn1c(-c2ccc(C(C)(C)C)cc2)n[nH]c1=S,-0.1%,-1.6%,nt,-0.9%,-10.8%,16.6%,-5.1%,-1.1%,0.8%,-24.4%,?

# High-throughput results (PubChem)
